Source: PubChem BioAssay (several laboratories)
M5 ag: human M5 muscarinic receptor agonists, primary screen, CHO-K1 cells, Fluo-8 calcium fluorescence; CHO-K1 hM5 cells; 0% DMSO wells, 100% maximal acetylcholine response; activation, % at 3 µM; 0.19% of 360,000 active; AID 624037, 2012;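 active = activation above the run's mean over test compounds plus 3 SD, cut at about 23% in these data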;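 note: signal is peak over basal fluorescence ratio across the kinetic read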
CHRM5 antagonist: human M5 muscarinic receptor antagonists, primary screen, CHO cells, Fluo-8 calcium fluorescence; Muscarinic acetylcholine receptor M5 (Homo sapiens), P08912; CHO-hM5 cells, ACh EC80; inhibition, % at 3 µM; 0.59% of 360,000 active;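 active = inhibition above a per-plate cutoff, the mean of that plate's test compounds plus 3 SD, cut at about 27% in these data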;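 note: 0% = acetylcholine EC80 with DMSO and 100% = DMSO without agonist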
CRFBP-R2 block: antagonists of CRF-BP/CRF-R2 complex, primary screen, cell-based, HEK293, calcium dye fluorescence, uHTS; 0.59% of 350,000 active; inhibition, % at 11.8 µM; AID 588475, 2011; CRF-induced calcium fluorescence;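 active = inhibition of the ligand-induced calcium signal above about 50% at the single tested concentration, limit read from the data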
TAAR1 antagonist: human TAAR1 antagonists, primary screen, Fluo-8 calcium fluorescence, CHO RD-HGA16 cells; AID 624466, 2012; antagonist; inhibition, % at 3 µM; 1.5% of 360,000 active; Trace amine-associated receptor 1 (Homo sapiens), Q96RJ0;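 active = inhibition above a per-plate cutoff, the mean inhibition of test compounds on that plate plus 3 SD, cut at about 49% in these data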;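 note: 0% = DMSO plus EC80 beta-PEA response and 100% = DMSO alone without agonist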
Target sequence (Q96RJ0 whole entry, looked up): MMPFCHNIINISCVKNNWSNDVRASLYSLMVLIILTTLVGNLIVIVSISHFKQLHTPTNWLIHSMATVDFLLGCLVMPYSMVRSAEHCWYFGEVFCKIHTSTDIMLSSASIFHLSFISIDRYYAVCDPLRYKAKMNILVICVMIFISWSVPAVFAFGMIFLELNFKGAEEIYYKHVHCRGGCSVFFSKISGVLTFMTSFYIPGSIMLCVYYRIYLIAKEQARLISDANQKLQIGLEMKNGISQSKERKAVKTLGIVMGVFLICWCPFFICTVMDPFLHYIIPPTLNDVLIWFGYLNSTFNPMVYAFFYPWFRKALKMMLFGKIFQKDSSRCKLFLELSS
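Test system: RD-HGA16 CHO cells with stable hTAAR1 and Gα16 / Probe or stimulus: EC80 β-phenethylamine stimulus / Times: seeding 17-24 h prior, 75-min 37 °C, 30-min RT dye loading / Detection: Fluo-8 calcium-sensitive fluorescence / Read-out basis: % inhibition scaled between DMSO and EC80 PEA controls / Repeats: singlicate, one well per test compound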
CRFBP-R2 agonist: agonists of CRF-BP/CRF-R2 complex, primary screen, cell-based, HEK293, calcium dye fluorescence, uHTS; CRF-binding protein / CRF receptor 2 complex (human); calcium dye fluorescence (FLIPR); percent of saturating CRF peptide response; activation, % at 13.2 µM; 0.46% of 350,000 active; AID 588473, 2011;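 active = activation of at least 50%, plus an integration ratio under a set limit after plate pattern correction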;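 note: plate controls were neutral control wells without compound for no effect and CRF at EC100 for full effect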
CHRM5 PAM: human M5 muscarinic receptor positive allosteric modulators, primary screen, CHO-K1 cells, Fluo-8 calcium fluorescence. AID 624038, 2012. 0.3% of 360,000 active. CHO-K1 hM5, ACh EC20 PAM; 0% = ACh EC20, 100% = ACh EC100. activation, % at 3 µM. Muscarinic acetylcholine receptor M5 (Homo sapiens), P08912;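 active = activation above the run cutoff, the mean activation of all test compounds plus 3 SD, cut at about 18% in these data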
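Assay system: CHO-K1 hM5 cells / Incubation: Fluo-8 loading 80 min at 37 °C plus 30 min room temperature / Technique: Fluo-8 calcium dye fluorescence, kinetic read / Repeats: single replicate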
CHRM4 PAM: human M4 muscarinic receptor positive allosteric modulators, primary screen, CHO-K1 cells, Fluo-8 calcium fluorescence; Muscarinic acetylcholine receptor M4 (Homo sapiens), P08173; CHO-K1 hM4/Gqi5, ACh EC20; 0% = ACh EC20, 100% = maximal ACh; activation, % at 3 µM; 0.4% of 360,000 active; AID 624126, 2012;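 active = activation above its plate's cutoff, the mean activation of sample wells plus 3 SD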; note: some results filed as inactive read as strong as hits
Target sequence (P08173 whole entry, looked up): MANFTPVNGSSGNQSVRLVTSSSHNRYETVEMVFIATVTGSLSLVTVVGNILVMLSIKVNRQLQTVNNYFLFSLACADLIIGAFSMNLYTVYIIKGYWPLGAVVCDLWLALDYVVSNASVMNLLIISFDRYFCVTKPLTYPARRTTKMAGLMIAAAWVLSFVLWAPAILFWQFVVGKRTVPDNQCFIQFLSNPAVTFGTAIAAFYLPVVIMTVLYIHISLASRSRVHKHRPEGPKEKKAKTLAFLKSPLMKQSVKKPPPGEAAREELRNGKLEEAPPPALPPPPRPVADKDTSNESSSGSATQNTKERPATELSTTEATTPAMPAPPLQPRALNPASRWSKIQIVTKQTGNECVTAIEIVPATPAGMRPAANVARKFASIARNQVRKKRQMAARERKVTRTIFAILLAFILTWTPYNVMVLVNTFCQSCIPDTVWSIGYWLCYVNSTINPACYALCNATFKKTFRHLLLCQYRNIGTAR
TAAR1 ag: human TAAR1 agonists, primary screen, Fluo-8 calcium fluorescence, CHO RD-HGA16 cells; Trace amine-associated receptor 1 (Homo sapiens), Q96RJ0; vehicle wells 0%, saturating PEA agonist 100%; activation, % at 3 µM; 0.99% of 360,000 active;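 active = activation above the mean activation of all test compounds in the run plus 3 SD, cut at about 38% in these data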
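Repeats: no replicates (n 1) | Material: CHO-derived RD-HGA16 cells with stable Gα16 and human TAAR1 | Technique: Kinetic Fluo-8 calcium fluorescence | Schedule: 17-24 h seeding, 75 min 37 °C dye, 30 min RT | Evaluation: % activation from peak over basal fluorescence ratio, DMSO-to-PEA scaled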
M1 PAM parental: nonselective calcium activators in parental CHO-K1 cells, primary screen, counter-screen for M1 PAM project, cell-based, Fluo-8 calcium fluorescence, full deck, 1536-well; ATP EC20; 0% at ATP EC20, 100% at ATP max; activation, % at 3 µM; 0.02% of 360,000 active; AID 602247, 2012;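 active = activation above the run cutoff, the mean activation of all test compounds plus 3 SD, cut at about 40% in these data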;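 note: peak over basal fluorescence ratio in a 140 s read after ATP addition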
* marks the source's active call; other numbers are inactive results; / = not tested or not shown; & = joins results of further samples.

SMILES	M5 ag	CHRM5 antagonist	CRFBP-R2 block	TAAR1 antagonist	CRFBP-R2 agonist	CHRM5 PAM	CHRM4 PAM	TAAR1 ag	M1 PAM parental
COc1cc(-c2cc3nc(NCc4cccc(Cl)c4)ccn3n2)cc(OC)c1OC	-1	8	/	19	/	-8	-8	2	15
N#Cc1cccc(NC(=O)CSc2sc3c(O)cc(=O)[nH]c3c2C#N)c1	-3	11	-10	-26	2.0	-1	-4	3	2
COCOc1cc(O)c2c(=O)c(OCOC)c(-c3ccc(OCOC)c(OCOC)c3)oc2c1	1	5	0	0	-0.9	-9	-4	-2	-12
Cc1cc(/C=C2/C(=N)N3C(c4ccccc4)=CSC3=NC2=O)c(C)n1-c1ccccc1	3	14	21	15	3.3	-12	-6	0	11
CC(C)CNC(=O)C1(C)CCCCCN1C(=O)c1cc(C#N)cs1 (stereo not given)	-1	19	/	12	/	4	5	0	21
CCOc1ccccc1C(=O)NCCCN1CCN(CCCNC(=O)c2ccccc2OCC)CC1	-3	-10	-20	-2	-0.8	8	1	6	-4
CC(C)(C)c1ccccc1OCC(=O)Nc1ccccc1C(=O)NCc1cccnc1	3	11	3	58*	0.1	-8	-13	14	11
CC(C(=O)NC(=O)NCc1ccccc1)N1C(=O)c2ccccc2C1=O (stereo not given)	0	4	-40	-4	3.9	6	8	3	10
CC[C@H](C)[C@@H](COC=O)NC(=O)[C@H]1O[C@@H](n2ccc(N)nc2=O)[C@H](O)[C@@H]1O	2	-1	/	-11	/	0	0	3	10
CC(C)C[C@H]1CNC(=S)N1CC1CCN(CC2CCCC2)CC1	-3	-3	9	5	-0.1	-15	-6	0	-2
Nc1nc(OCc2ccccc2)c2[nH]cnc2n1	1	4	29	-8	-0.4	-1	-6	2	4
CC(C)(C)OC(=O)N1CCC(C(=O)Nc2ccc(C(=O)N3CCCCC3)cc2)CC1	3	-3	18	-15	-2.9	-6	0	2	0
Cn1cc(-c2coc3c(C(=O)NCc4cccs4)cccc23)cn1	2	4	/	/	/	-3	4	/	13
COC(=O)/C(C#N)=C/N(C)C	2	1	-1	-8	-1.1	4	9	3	-2
Cc1ccc(NC(=O)C[n+]2ccccc2)cc1C	-4	6	8	-19	-0.7	3	2	0	18
COc1cc2ccccc2cc1C(=O)Nc1ccc(CN2CCOCC2)cc1	0	-4	-18	5	0.5	-1	0	4	4
O/N=C(\CN1CCCCC1)c1ccccc1	-11	3	9	-1	1.2	-8	-7	0	13
O=C(NC(=S)N1CCCC1)c1ccc(Cl)cc1Cl	-1	-2	12	-14	0.4	-1	-5	2	8
O=C(NCc1cccs1)C(Cc1ccccc1)n1cccc1 (stereo not given)	-3	-1	14	8	-3.7	-4	4	-1	15
O=C(N/N=C/c1ccccn1)c1cccc(NC(=O)c2ccc(Cl)cc2)c1	0	12	-3	57*	-1.8	-8	-10	15	0
CCOc1ccc(N2C(=O)CC(Sc3ccccc3C(=O)O)C2=O)c([N+](=O)[O-])c1 (stereo not given)	-3	2	-9	6	1.8	3	-3	0	24
CC(C)OC(=O)NCN1C(=O)C2C3C=CC(C3)C2C1=O (stereo not given)	0	-4	-2	-2	-1.7	2	15	14	-3
COc1ccc(N2CCN(C(=O)CSc3nc4nc(C)cc(C)n4n3)CC2)cc1	2	6	-3	-2	4.2	7	-6	1	12
CC(C(=O)Nc1ccc(Cl)cc1Cl)N1C(=O)NC2(CCCCCCC2)C1=O (stereo not given)	4	1	-21	12	0.0	6	8	-2	7
N/C(=N\OC(=O)c1ccc2c(c1)OCO2)c1ccc(Cl)cc1	-1	-14	8	-36	-1.0	5	4	5	-6
Cc1cc(S(=O)(=O)N2CCCCC2)ccc1OCC(=O)Nc1ccccc1	1	-5	26	18	9.0	-8	-9	6	9
O=C1C(=O)N(c2ccc(O)cc2)C(c2ccccc2[N+](=O)[O-])/C1=C(\O)c1ccccc1 (stereo not given)	0	17	11	-26	1.5	0	14	1	12
CCC(C)c1ccc(OCC(=O)O)cc1 (stereo not given)	-1	0	-4	-14	0.0	-3	2	2	8
O=C(/C(=C/c1cccnc1)n1ccnc1)c1ccc(Cl)cc1Cl	-6	11	-32	-40	10	4	-4	0	13
COc1cccc(OC)c1C(=O)Nc1ccc(N2CCN(C(=O)c3ccco3)CC2)cc1	-2	11	-12	2	-0.2	-7	2	-1	-4
COc1ccc(NC(=O)N2CCc3ccccc32)cc1	-7	3	29	9	-0.7	2	0	1	17
COc1ccc(Cn2c(-c3ccc(C)cc3)c[n+]3ccccc23)cc1	-10	16	-13	17	-0.4	-7	-7	-1	-6
COc1ccc(NC(=O)NC(C(F)(F)F)C(F)(F)F)cc1	2	0	-8	-2	6.1	-12	6	6	20
Cc1[nH]c2c(Cl)cccc2c1CCNC(=O)C1CCCCC1C(=O)OCC(F)(F)F (stereo not given)	-5	0	5	10	-0.9	-10	-1	1	9
CCOC(=O)N1CCN(C(=O)c2ccc(Cn3c(=S)[nH]c4cc(OCC)c(OCC)cc4c3=O)cc2)CC1	3	1	9	-34	-1.7	9	6	-2	17
NC(=O)C1(NC(=O)[C@@H]2CC3(CC(c4cccc(NC(=O)[C@@H]5CCC(=O)N5)c4)=NO3)CN2C(=O)c2cnccn2)CC1 (stereo not given in full)	0	3	-2	9	0.6	0	5	2	26
COc1ccc(NC(=O)CN(C)C(=O)Cc2c(C)nc3ccccc3c2C)cc1	0	2	-1	-40	1.4	-4	2	0	-27
Cc1ccc(S(=O)(=O)N(C)C)cc1NC(=O)COC(=O)/C(=C/c1ccc(F)cc1)c1cccs1	0	15	25	23	5.9	-18	-33	1	2
CC1CCN(CC(=O)Nc2ccccc2-c2ccccc2)CC1	-6	9	8	12	0.9	-24	-13	30	-11
O=C(NCc1cccc(Cl)c1)c1ccc(S(=O)(=O)Nc2cccc(C(F)(F)F)c2)cc1	6	-4	-24	1	3.5	-3	-8	23	26
CCn1c(Cc2ccccc2)nnc1SCC(=O)NC1CC1	0	3	-1	3	0.7	0	12	10	13
Cc1cccc(C)c1N(CC(=O)NCc1ccc(F)cc1)C(=O)c1csnn1	-1	10	-28	8	1.4	-4	3	5	18
CC(C)CC1NC(=O)N(CC(=O)c2ccc3c(c2)OCCO3)C1=O (stereo not given)	5	9	-23	3	-0.1	-4	-3	6	9
O=C1CCC/C(=N\NC(=O)NC2CCCCC2)C1	0	14	-18	-1	2.4	2	1	-1	8
Cn1c(=O)c(NC2CCCCC2)c2c3c(cccc31)C(=O)c1ccccc1-2	17	22	-330	66*	380	-7	3	87*	3
OC(COc1ccc2c(c1)OCO2)CN1CCCC1 (stereo not given)	0	4	0	5	-1.8	-3	-2	6	2
O=C(Nc1cnc2ccccc2c1)c1cccc(-n2cnnn2)c1	4	-10	-5	11	0.8	4	2	6	13
Cc1[nH]c2ccccc2c1C(=O)CN1CCCC(C)C1 (stereo not given)	-1	10	2	-32	-0.3	-1	-4	2	16
COc1cccc(C(O)Cc2nc3ccccc3n2C)c1OC (stereo not given)	3	8	-1	-15	-0.4	1	4	4	16
C#Cc1ccc([C@@H]2C=C(C(=O)OCC=C)O[C@H](OCC)[C@H]2CCCO)cc1	2	5	1	12	0.3	5	7	7	14
O=C(NC1CC1)c1ccc(N2CCCCC2)c([N+](=O)[O-])c1	-3	3	-4	7	-1.7	-2	-1	1	-23
CC(=O)NC(Cc1cccc(F)c1)C(=O)NC1CCN(C(=O)c2cccc(C)c2)CC1 (stereo not given)	-1	-2	9	-17	0.3	4	7	9	9
CC1CCCCN1S(=O)(=O)c1ccc(C(=O)Nc2sccc2C(N)=O)cc1 (stereo not given)	4	4	-11	14	-1.6	-12	-10	6	14
Cc1noc(C)c1COc1ccc(C(=O)NNC(=O)c2ccccc2)cc1	2	16	-3	9	0.3	-1	4	1	-2
CCOC(=O)c1[nH]c2ccc(F)cc2c1NC(=O)C1=COCCO1	-2	-6	7	13	-1.5	4	2	8	9
COc1ccc(OCC2CNC(=O)O2)cc1 (stereo not given)	0	-4	9	-22	-5.4	2	-2	3	3
COC(=O)c1[nH]c2cccc(OC)c2c1NC(=O)CN1CC2(C)CC1CC(C)(C)C2 (stereo not given)	-1	-6	-11	-14	-1.1	5	2	21	13
Cc1ccc(N2CCN(/N=C/c3ccccc3)CC2)cc1	-1	13	4	-9	1.0	-2	0	-1	9
N#Cc1ccc(N=c2ssnc2Cl)cc1	4&-3	5&-7	2&-19	11	8.2&14	1&-4	17&-1	48*	-1&-5
CN1C(=O)CC(N2CCN(CCN=CC3=C(O)CC(C)(C)CC3=O)CC2)C1=O (stereo not given)	-3	-4	16	-7	-0.2	-5	4	14	10
Cc1ccc(OCCc2csc(N)n2)cc1	-1	3	-16	-25	0.7	0	3	4	11
CS(=O)(=O)N(CCC#N)Cc1ccc(/C=C2\C(=O)Nc3ccccc32)o1	0	4	-7	-1	-0.4	0	-3	5	16
